Compound activity from PubChem.
GAA spleen mod – lysosomal alpha-glucosidase (human) modulation; P10253; human spleen homogenate, 4-MU-alpha-glucoside fluorescence; Potency, µM (highest dose often 79.9 µM), without a hit: at the highest dose activity change, negative = inhibition, usual class: inhibitors; 240,000 compounds, 0.006% hits; AID 2112;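 further: 0% = enzyme with vehicle and -100% = no enzyme basal signal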
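AC50 values come from Hill-equation fits of concentration-response data, normalized to no-enzyme and full-activity controls. Enzyme source: 1 ug human spleen homogenate; 1 mM fluorogenic 4-MU glucoside, pH 5.0 citrate buffer, 37 C, 40 min.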
HTT aggregate – inhibitors of mutant huntingtin aggregate formation in PC12 cells. PC12 HttQ103-GFP aggregates, Acumen cytometry, 40 h. Potency, µM (top dose mostly 46.1 µM), without a hit: at the highest dose activity change, negative = inhibition, actives largely listed as inhibitors. 220,000 compounds, 1.1% hits; further: on the % scale 0 is the no-effect control and ±100 the full control effect; nearly all actives have a fitted effect of over 60% in size
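Read-out: GFP aggregate count by laser scanning cytometer (488 nm excitation, 500-530 nm emission, 1–25 µm objects >6 SD above background). Cells: PC12, inducible HTTex1-Q103-GFP, 100 nM tebufenozide; compounds titrated.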
GAA inhib – alpha-glucosidase (human) inhibition; P10253; purified human GAA, 4-MU-alpha-glucoside fluorescence; Potency, µM (titrated, usually from 76.9 µM), for the others: top-dose activity change, negative = inhibition, usual class: inhibitors; 200,000 compounds, 0.005% hits; AID 1466;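 further: plate controls were uninhibited enzyme wells for no effect and no-enzyme background for full effect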
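Activity normalized between no-enzyme (basal) and enzyme-only wells. Conditions: 4 nM human enzyme, 400 uM fluorogenic substrate, citrate/phosphate pH 5.0 with Tween-20, 20 min room temperature, compounds up to 77 uM.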
GAA glycogen mod – inhibitors or activators of human alpha-glucosidase glycogen cleavage; Potency, µM (top dose mostly 76.4 µM), without a hit: at the highest dose activity change, negative = inhibition, actives largely listed as inhibitors; recombinant GAA, glycogen substrate, Amplex Red glucose oxidase fluorescence; 300,000 compounds, 0.38% hits;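 further: 0% = full enzyme reaction and -100% = no-enzyme basal signal; the screen sought inhibitors and activators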
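Natural-substrate format: glycogen cleavage by 4 nM human enzyme, glucose read by Amplex Red coupling (Ex 573, Em 610 nm). Normalized to enzyme and no-enzyme controls.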
HTT cytoprotect – Huntington cell model cytoprotection by ATP luminescence. PC12 HTT-Q103 induced, cytoprotection, ATP luminescence, 40 h. Potency, µM (highest dose often 56.4 µM), for the others: cytoprotection (ATP increase), usual class: activators. 230,000 compounds, 0.14% hits;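 further: % of control where 0% means no effect; nearly all actives have a fitted effect of over 45% in size; toxic huntingtin expression switched on by the ecdysone agonist tebufenozide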
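Stable PC12 Q103-GFP cells in serum-supplemented, phenol red-free DMEM; induction by tebufenozide at 100 nM final; compound dose series; cell viability quantified luminescently from ATP.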
RGS12 GoLoco inh – RGS12 GoLoco-Gai1 interaction inhibition; Potency, µM (titrated, usually from 61.6 µM), for inactives: at the top dose activity, negative = inhibition, hits mostly inhibitors; P63096; 230,000 compounds, 0.44% hits; Gai1:RGS12 GoLoco peptide FP, rhodamine, 10 min; active means well fitted inhibition curve with a large enough effect, not every such curve was filed as active; inactive means no such curve, though single readings can be large or run the other way; further: on the % scale 0 is the no-effect control and ±100 the full control effect; nearly all actives have a fitted effect of over 30% in size; many of its hits are not listed in these tables
Target sequence (P63096 whole entry, looked up): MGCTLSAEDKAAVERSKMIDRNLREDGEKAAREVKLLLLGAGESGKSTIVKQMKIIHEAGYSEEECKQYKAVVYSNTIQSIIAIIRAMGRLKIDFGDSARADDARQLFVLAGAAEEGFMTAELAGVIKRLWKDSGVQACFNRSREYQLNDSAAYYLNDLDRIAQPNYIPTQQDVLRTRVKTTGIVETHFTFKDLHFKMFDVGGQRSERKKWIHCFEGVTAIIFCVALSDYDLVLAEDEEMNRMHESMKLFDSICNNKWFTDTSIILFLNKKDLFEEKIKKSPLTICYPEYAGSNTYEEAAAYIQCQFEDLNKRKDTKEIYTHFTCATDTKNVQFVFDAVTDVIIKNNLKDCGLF
IMPase Li cell – IMPase inhibition in cells with lithium potentiation; Potency, µM (series often up to 59.4 µM), for inactives: at the top dose activity, negative = IMPase inhibition, actives largely listed as inhibitors; 210,000 compounds, 0.35% hits; CHO-M1 cells, IP1 TR-FRET (IP-One), carbachol + lithium;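 further: IP1 builds up when IMPase is blocked and the TR-FRET signal falls; plate controls were basal vehicle for no effect and high inhibitor control for full effect; nearly all actives have a fitted effect of over 50% in size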
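IP1 accumulation measured by competitive TR-FRET in lysed CHO-M1 cells after 30 min compound exposure at 37C, with a small lithium addition to potentiate weak responses. Hill-equation AC50 from ratio and donor-channel data.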
* hit, by the source's call; ? = inconclusive; . = no result given; & = joins results of further samples; [ ] = remark or other dose. Unless noted, the call rests on the fitted dose curve; in most records, active means well fitted curve in the direction sought with a large enough effect; inconclusive means small, poorly fitted or top-dose-only effect, or another doubt; inactive means no such curve, though single readings can be large; an effect the other way counts as inactive or inconclusive. Potency means the concentration at half of the fitted maximal effect.

item	Molecule	HTT aggregate	GAA inhib	GAA spleen mod	RGS12 GoLoco inh	HTT cytoprotect	IMPase Li cell	GAA glycogen mod
1	O=C(O)c1ccc(Cl)c(NC(=S)NC(=O)c2ccccc2[N+](=O)[O-])c1	-3%	2%	-4%	4%	9%	-1%	4%
2	COCCCNC(=S)Nc1ccc2nc3n(c(=O)c2c1)CCCCC3	-8%	6%	-21%	7%	-24%	0%	-8%
3	CCc1ccc(C(=O)NNC(=S)Nc2ccc(S(N)(=O)=O)cc2)s1	14%	2%	3%	-1%	-8%	5%	?
4	O=C(Cc1ccc(Br)cc1)Nc1cccc(-c2cn3c(n2)SCC3)c1	24%	3%	3%	4%	.	7%	-17%
5	COC(=O)c1ccc(NC(=O)CN2C(=O)CNC2=O)cc1	19%	-8%	0%	-21%	30%	4%[38.3 µM]	0%
6	CN(C)c1ccc(/C=N/NC(=O)CCC(=O)NCc2ccccc2)cc1	11%	?	8%	4%	.	7%	6%
7	CCc1ccccc1NC(=O)Cn1nc(C(F)(F)F)c2c1CCC2	-16%	0%	-1%	12%	12%[10 µM]	15%	8%[76.3 µM]
8	COc1cc(C(Nc2ccc(S(=O)(=O)NCC3CCCO3)cc2)C(=O)NC(C)(C)C)cc(OC)c1OC (stereo not drawn)	0%[9.22 µM]	.	0%	1%	19%[10 µM]	.	-1%
9	Cc1nc(N)sc1C(=O)N/N=C/c1ccc([N+](=O)[O-])cc1	-9%[9.22 µM]	.	-6%	3%	-1%[10 µM]	.	7%
10	CCCNC(=O)COC(=O)c1ccccc1C(=O)c1ccc(Cl)c([N+](=O)[O-])c1	?	1%	7%	8%	-5%[10 µM]	22%	1%
11	COCc1cc(OC)nc(-c2csc(C)n2)n1	-2%[9.22 µM]	2%[15.4 µM]	2%	2%	8%[10 µM]	.	9%
12	O=C(N/N=C/C(Cl)=C/c1ccccc1)c1ccco1	10%[9.22 µM]	-8%	-3%	19%	-5%[10 µM]	7%	12%
13	O=C1Nc2ccccc2C12OCCS2 (stereo not drawn)	11%	0%	-6%	6%	8%[0.074 µM]	-12%[38.3 µM]	10%
14	Nc1nc(-c2cccnc2)nc(N2CCCCC2)n1	-1%	9%	2%	4%	-8%[0.074 µM]	-1%[38.3 µM]	2%
15	CCOc1ccc2c(c1)c(N=Nc1cccc(C(=O)O)c1)c(O)n2C	-2%	0%	-4%	13%	-8%[10 µM]	37%[activator]	-5%
16	OCCN=C(c1ccccc1)C12CN3CN(CN(C3)C1)C2	-8%	7%	0%	.	-1%	.	-10%
17	O=C(NCc1ccco1)c1ccc(COc2ccccc2Cl)cc1	-20%	-11%	0%	65%[activator]	-13%	15%[38.3 µM]	-9%
18	COc1ccc2[nH]c(C)c(CCNC(=S)Nc3ccc(C)cc3)c2c1	-28%	?	-2%	4%	-4%	1%	?
19	C[n+]1c(/C=C/c2ccc3c(c2)OCO3)ccc2ccccc21	-6%	3%	-1%	-4%	-30%	8%	6%
20	S=c1nc(Cc2ccc(Cl)cc2)[nH]c2ccccc12	3%	-7%	4%	4%	-32%[10 µM]	-9%	0%
21	Cc1cc(C)cc(C(=O)NCC(=O)OCc2cc([N+](=O)[O-])cc3c2OCOC3)c1	-11%	5%	-6%	0%	1%[10 µM]	16%	5%
22	CCOC(=O)CCS(=O)(=O)c1nc(-c2ccccc2)cc(C(F)(F)F)n1	24%	-8%	-15%	-4%	1%[0.074 µM]	50%[activator][38.3 µM]	0%
23	CCc1nnc(N2C(=N)SCC2=O)s1	18%[9.22 µM]	12%	1%	5%	22%[10 µM]	5%	15%
24	O=c1oc2ccccc2c(O)c1C=Nc1cccnc1	9%	-4%	-6%	18%	-28%	3%	24%
25	COC(=O)c1cc2sccc2n1Cc1ccc(C)cc1	10%	-1%	2%	.	7%	.	0%
26	COCCn1c(=O)c(-c2ccc(OC)cc2)nc2cnc(N3CCNCC3)nc21	.	.	2%	1%	-23%	7%	.
27	Cc1cc(NC(=O)CCC(=O)N(CCC(C)C)CC(=O)NCC2CCCO2)no1 (stereo not drawn)	-5%	-13%	5%	1%	14%	-30%[38.3 µM]	0%
28	COC(=O)c1c(NC(=O)CN2CCN(S(=O)(=O)c3ccccc3)CC2)sc2c1CCC(C)C2 (stereo not drawn)	6%	1%	-7%	.	-11%[10 µM]	.	5%
29	CCOC(=O)c1c(C)oc2c1c(C=NCCC(=O)O)c(O)c1ccccc12	18%	5%	-3%	-10%	-1%[10 µM]	3%	?
30	Cc1nnc(SCC(=O)Nc2ccc(Br)cn2)[nH]c1=O	1%	-2%	-4%	3%	22%[10 µM]	2%	6%
31	Cc1nnc2sc(SCC(=O)Nc3nccs3)nn2c1=O	15%	0%	5%	-2%	5%[10 µM]	1%	5%
32	CCOc1ccc(NCc2nnc(SCC(=O)Nc3cc(C)on3)n2-c2ccccc2OC)cc1	-4%	-3%	0%	-5%	-2%[10 µM]	4%	-15%
33	CCOC(=O)C1CCN(S(=O)(=O)c2cc(Br)cc3c2N(C(=O)C2CC2)CC3)CC1	-3%	?	-7%	6%	16%[10 µM]	21%	-3%
34	CCc1cc2c(=O)c(-c3nc4ccccc4n3C)c(C)oc2c(CN(CC)CC)c1O	-20%	-3%	-15%	8%	-5%	-4%[38.3 µM]	7%
35	Cc1cc(C(=O)COC(=O)/C=C/c2cccc(F)c2)c(C)n1C	-4%	-3%	-25%	3%	-34%	-2%	-11%
36	CS(=O)(=O)Nc1ccc(C(=O)N2CCN(c3ccccc3F)CC2)cc1	18%	4%	-20%	-5%	5%	22%[38.3 µM]	7%
37	CNCc1ccccc1OCc1ccccc1F	-4%	5%	-20%	-1%	-28%	12%	-3%
38	COc1ccc(C(=O)Nc2ccccc2C(N)=O)cc1	-12%	-5%	-4%	3%	-58%[inhibitor]	35%[activator][38.3 µM]	4%
39	Cc1cc(C)c(S(=O)(=O)NCC(=O)NCc2ccccn2)c(C)c1	12%	-1%	-1%	20%	-15%	0%	19%
40	O/N=C1/C2C3CC4C5C3C1C5C1(OCCO1)C42 (stereo not drawn)	15%	-3%	1%	13%	-11%	-7%[38.3 µM]	10%

Reprinted from the part before: 2 entries; new compounds follow.
item	Molecule	HTT aggregate	GAA inhib	GAA spleen mod	RGS12 GoLoco inh	HTT cytoprotect	IMPase Li cell	GAA glycogen mod
39	Cc1cc(C)c(S(=O)(=O)NCC(=O)NCc2ccccn2)c(C)c1	12%	-1%	-1%	20%	-15%	0%	19%
40	O/N=C1/C2C3CC4C5C3C1C5C1(OCCO1)C42 (stereo not drawn)	15%	-3%	1%	13%	-11%	-7%[38.3 µM]	10%
41	O=C(/C=C/c1cn(-c2ccccc2)nc1-c1ccc2c(c1)OCCO2)NCCO	-32%	0%	0%	1%	-7%	-14%	-1%
42	Cc1sc(NC(=O)c2cccs2)c(C(N)=O)c1C	2%[9.22 µM]	-8%	1%	-3%	-28%	-3%[38.3 µM]	-4%
43	O=C(CC1C=Cc2ccccc2N1C(=O)c1ccccc1)c1ccccc1 (stereo not drawn)	23%[9.22 µM]	.	3%	-13%	5%[10 µM]	.	-7%
44	CC(C)N(CCC(=O)c1ccc2ccccc2c1)Cc1ccccc1	.	.	-2%&-2%	6%&4%	-53%[inhibitor]	13%&19%	.
45	CCOC(=O)C1=C(C)NC2=C(C(=O)CCC2)C1c1cccnc1 (stereo not drawn)	-9%	?	-2%	1%	14%[0.074 µM]	22%[38.3 µM]	-1%
46	CCOC(=O)COn1c(=O)c[n+]([O-])c2ccccc21	10%	2%	-6%	16%	11%	-5%[38.3 µM]	-2%
47	CCOc1ccc(C(C)=O)cc1CSc1nc(C)cc(C)n1	0%[9.22 µM]	-2%	2%	5%	-20%[10 µM]	-6%	-1%
48	CCOC(=O)c1cc2c(ccn2C)n1CC(=O)Nc1ccc(F)cc1	10%[9.22 µM]	-4%	4%	18%	11%[10 µM]	-3%	-4%
49	O=C(O)CC/C=C\CC[C@H]1[C@@H](N2CCCCC2)[C@@H](O)C[C@@H]1OCc1ccc(-c2ccccc2)cc1	.	.	-7%	9%	3%	15%	.
50	CC(=O)c1csc(COc2ccccc2)n1	-6%[9.22 µM]	-11%	-12%	8%	9%[10 µM]	.	-2%
51	Oc1ccc(C2C(c3ccccc3)=NN=C(c3ccc(Cl)cc3)N2O)c(O)c1 (stereo not drawn)	-10%	-6%	-3%	165%[activator]	.	4%	-8%
52	CCCOC(=O)CSC1=C(C#N)C(c2ccccc2Cl)CC(=O)N1 (stereo not drawn)	-22%	-2%	2%	-1%	-4%	1%[38.3 µM]	-9%

Gathered by group: the compounds so far with a Cl atom (7)
item	Molecule	HTT aggregate	GAA inhib	GAA spleen mod	RGS12 GoLoco inh	HTT cytoprotect	IMPase Li cell	GAA glycogen mod
1	O=C(O)c1ccc(Cl)c(NC(=S)NC(=O)c2ccccc2[N+](=O)[O-])c1	-3%	2%	-4%	4%	9%	-1%	4%
10	CCCNC(=O)COC(=O)c1ccccc1C(=O)c1ccc(Cl)c([N+](=O)[O-])c1	?	1%	7%	8%	-5%[10 µM]	22%	1%
12	O=C(N/N=C/C(Cl)=C/c1ccccc1)c1ccco1	10%[9.22 µM]	-8%	-3%	19%	-5%[10 µM]	7%	12%
17	O=C(NCc1ccco1)c1ccc(COc2ccccc2Cl)cc1	-20%	-11%	0%	65%[activator]	-13%	15%[38.3 µM]	-9%
20	S=c1nc(Cc2ccc(Cl)cc2)[nH]c2ccccc12	3%	-7%	4%	4%	-32%[10 µM]	-9%	0%
51	Oc1ccc(C2C(c3ccccc3)=NN=C(c3ccc(Cl)cc3)N2O)c(O)c1 (stereo not drawn)	-10%	-6%	-3%	165%[activator]	.	4%	-8%
52	CCCOC(=O)CSC1=C(C#N)C(c2ccccc2Cl)CC(=O)N1 (stereo not drawn)	-22%	-2%	2%	-1%	-4%	1%[38.3 µM]	-9%

Some of the compounds tested. The share of hits here may be higher or lower than overall.
